Vif-A3F inh: blocks the Vif interaction with APOBEC3F | HeLa A3F-eYFP + Vif (tagged APOBEC3F with the HIV-1 protein that degrades it), YFP fluorescence increase | Potency, µM (series often up to 46.1 µM), inactives show at the top dose activity, negative = active | 390,000 compounds, 0.2% hits | AID 602313; also: potency is read from the fitted curve at half-maximal effect; % of control where 0% means no effect; nearly all actives have a fitted effect of over 65% in size
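HeLa cells stably expressing Vif plus C-terminally eYFP-tagged A3F were seeded, incubated overnight at 37 deg C, dosed with compound, incubated overnight again at 37 deg C. Yellow fluorescence (Ex 488/Em 500-530) reported blocked Vif-mediated A3F-eYFP degradation.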
LDHA inh: blocks human lactate dehydrogenase A. P00338. purified LDHA, NADH/diaphorase-resazurin fluorescence; hits give low values. activity change, % (values are at about 110 or 230 µM). 480,000 compounds, 0.15% hits. AID 1347041; in the data active = activity change below about -30%; inconclusive = mostly about -25% to -30%;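 also: plate controls were DMSO wells for no effect and wells without enzyme for full effect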
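Remaining NADH was detected by diaphorase (0.133 mg/mL) converting 37 µM resazurin to fluorescent resorufin, read at 0 and 20 minutes. The preceding 5-minute room-temperature reaction used 2 nM LDHA, 0.2 mM sodium pyruvate and 0.06 mM NADH at pH 7.4.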
TrxR1 substrate: is turned over as a substrate by rat TrxR1; O89049; purified TrxR1 substrate turnover, NADPH consumption readout; Potency, µM (doses to about 114 µM), for inactives: top-dose activity change, negative = substrate turnover; 390,000 compounds, 0.01% hits; AID 588456; also: potency is read from the fitted curve at half-maximal effect; % is scaled to controls: 0 for no effect and ±100 for the full control effect; nearly all actives have a fitted effect of over 50% in size
Target sequence (O89049 whole entry, looked up): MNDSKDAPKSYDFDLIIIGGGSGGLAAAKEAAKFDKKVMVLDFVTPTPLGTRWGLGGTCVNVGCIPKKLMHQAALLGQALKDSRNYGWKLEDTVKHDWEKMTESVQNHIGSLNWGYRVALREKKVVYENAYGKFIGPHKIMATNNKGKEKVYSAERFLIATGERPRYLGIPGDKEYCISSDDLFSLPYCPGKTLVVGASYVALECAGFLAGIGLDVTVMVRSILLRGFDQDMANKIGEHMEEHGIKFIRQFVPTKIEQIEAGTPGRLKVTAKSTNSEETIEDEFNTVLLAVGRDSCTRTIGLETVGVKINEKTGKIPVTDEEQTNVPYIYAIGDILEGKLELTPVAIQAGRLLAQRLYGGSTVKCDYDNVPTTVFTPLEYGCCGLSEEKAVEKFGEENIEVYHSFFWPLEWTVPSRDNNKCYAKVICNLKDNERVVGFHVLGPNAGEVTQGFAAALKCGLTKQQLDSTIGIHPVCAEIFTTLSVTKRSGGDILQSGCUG
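Rat TrxR1, dispensed at 90 nM, was prereduced with 400 uM NADPH (final) for 5 min at ~22 deg C, then incubated with compound 15 min before 400 uM selenite. A first-read NADPH fluorescence drop versus no-compound background flagged substrates.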
RXFP1 ag: agonists of human relaxin receptor RXFP1 | Potency, µM (series often up to 57.5 µM), for the others: top-dose activation, usual class: activators | Q9HBX9 | HEK293T-RXFP1 cAMP TR-FRET, 30 min; response scale: percent of porcine relaxin response, buffer zero | 370,000 compounds, 0.3% hits; also: potency is read from the fitted curve at half-maximal effect; % is scaled to controls: 0 for no effect and ±100 for the full control effect; nearly all actives have a fitted effect of over 60% in size; many of its hits are not listed in these tables
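cAMP rise read by TR-FRET after 30 min, 37C compound exposure (up to 58 uM) in RXFP1-transfected HEK293 cells with Ro 20174 present. EC50 from Hill-equation fits, with 29 nM porcine relaxin as 100% and buffer as basal.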
USP1 inh: USP1/UAF1 (human) deubiquitinase inhibition; O94782; 390,000 compounds, 0.23% hits; AID 743255; recombinant USP1/UAF1, Ub-Rhodamine cleavage fluorescence; Potency, µM (series often up to 57.1 µM), for inactives: at the top dose activity change, negative = inhibition, usual class: inhibitors; also: potency is read from the fitted curve at half-maximal effect; % is scaled to controls: 0 for no effect and ±100 for the full control effect; nearly all actives have a fitted effect of over 60% in size; inactives centre near -12
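USP1/UAF1 complex (1 nM) preincubated 15 min at room temperature with compound, then Ub-Rho substrate (150 nM final) added. Kinetic fluorescence at 480/540 nm over 6 reads at 60 s intervals; 50 mM HEPES pH 7.8, 0.5 mM EDTA, 0.1 mg/ml BSA, 1 mM TCEP, 0.01% Tween-20.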
Vif-A3G inh: inhibitors of Vif-APOBEC3G interaction | Q9HC16 | HeLa A3G-eYFP + Vif (tagged APOBEC3G with the HIV-1 protein that degrades it), YFP fluorescence, overnight | Potency, µM (series often up to 46.1 µM), for inactives: at the highest dose activity, negative = active, usual class: inhibitors | 410,000 compounds, 0.076% hits;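 also: potency is read from the fitted curve at half-maximal effect; % is scaled to controls: 0 for no effect and ±100 for the full control effect; nearly all actives have a fitted effect of over 60% in size; hits raise eYFP signal because A3G escapes Vif-driven loss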
Target sequence (Q9HC16 whole entry, looked up): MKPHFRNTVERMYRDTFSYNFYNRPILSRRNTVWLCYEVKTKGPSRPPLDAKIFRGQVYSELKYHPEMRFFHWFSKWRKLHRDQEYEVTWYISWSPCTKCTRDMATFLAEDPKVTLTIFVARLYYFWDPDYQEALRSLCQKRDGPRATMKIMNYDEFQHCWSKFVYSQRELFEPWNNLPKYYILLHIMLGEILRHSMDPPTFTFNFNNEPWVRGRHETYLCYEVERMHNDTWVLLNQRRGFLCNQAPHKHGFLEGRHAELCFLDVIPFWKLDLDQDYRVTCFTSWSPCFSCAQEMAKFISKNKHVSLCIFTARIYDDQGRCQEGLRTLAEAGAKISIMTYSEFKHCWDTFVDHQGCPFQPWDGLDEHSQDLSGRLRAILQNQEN
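Read-out is eYFP fluorescence (Ex 488/Em 500-530) from Vif-expressing HeLa A3G-eYFP cells; more signal means A3G escaped Vif-mediated degradation. Cells plated overnight, compound pinned in, incubated overnight at 37 deg C.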
mIDH1 inhibitor: inhibitors of human mutant IDH1 R132H; O75874; IDH1-R132H enzyme, NADPH consumption, diaphorase/resazurin fluorescence; Potency, µM (series often up to 76.6 µM), for inactives: at the highest dose activity change, negative = inhibition, actives largely listed as inhibitors; 390,000 compounds, 0.093% hits; also: potency is read from the fitted curve at half-maximal effect; % is scaled to controls: 0 for no effect and ±100 for the full control effect; nearly all actives have a fitted effect of over 65% in size
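IDH1-R132H (0.5 ug/mL dispensed) in pH 7.5 Tris buffer was preincubated 30 min with compound, then given a substrate mix of 0.016 mM NADPH and 2 mM alpha-KG for 80 min at room temperature; remaining NADPH was read by diaphorase/resazurin fluorescence.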
PI4K2A block: blocks human PI4K2A kinase activity | 420,000 compounds, 0.13% hits | activity change, negative = inhibition, % at 76.9 µM | purified PI4K2A, ADP-Glo luminescence, 1 h; hits give low values | AID 1346378; in the data active = activity change below about -50%; inconclusive = mostly about -30% to -49%;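 also: -100% = wells without enzyme as full effect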
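In this quantitative HTS, ADP production by PI4K2A was quantified luminescently after 1 h at ambient temperature; 100 microM adenosine served as plate-quality control.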
Glioma ERSR ind: induces the endoplasmic reticulum stress response in human glioma cells; U87-MG GRP78 promoter luciferase reporter, 16 h; Potency, µM, for inactives: top-dose activation, actives largely listed as activators; 420,000 compounds, 0.02% hits; AID 602332; also: potency is read from the fitted curve at half-maximal effect; series mostly up to about 76 µM; % of control where 0% means no effect; nearly all actives have a fitted effect of over 35% in size
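Stably transfected U87-MG human glioma cells carrying a GRP78-based luminescent sensor were seeded at 1000 cells/well, pin-dosed with compounds and incubated 16 h. Luciferase reagent was then added, and end-point luminescence was read after 10 min at room temperature.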
* hit, by the source's call; u = inconclusive; x = not tested or not shown; & = joins results of further samples; [ ] = dose if it differs, or a comment. Unless noted, calls follow the shape of the dose curve; as a rule, active = well fitted curve in the direction sought with a large enough effect; inconclusive = small, poorly fitted or top-dose-only effect, or another doubt; inactive = no such curve, though single readings can be large; an effect the other way counts as inactive or inconclusive.

SMILES | Vif-A3F inh | LDHA inh | TrxR1 substrate | RXFP1 ag | USP1 inh | Vif-A3G inh | mIDH1 inhibitor | PI4K2A block | Glioma ERSR ind
CC1CCN(Cc2nnnn2CCCC(=O)NCC(C)(C)N2CCOCC2)CC1 | -5.7% | -2.9 | -3.0% | 2.8% | -18.5% | 3.4% | 4.5% | -2.2 | 0.1%
CC(C)n1cc(/C=C2/SC(=O)N(CC(=O)Nc3ccc4c(c3)OCO4)C2=O)c2ccccc21 | u | -4.4 | 1.9%[57.1 µM] | -2.2% | -16.5% | -20.4% | 1.7% | 8.4 | -2.5%
CCCCN(C)C(=O)Cn1c(C2CC(=O)N(c3ccc(C)cc3)C2)nc2ccccc21 (stereo not drawn) | 3.0% | 0.1 | -5.7% | 3.9% | -30.6% | -0.3% | 6.7% | 1.2 | 0.9%
CC(=O)NC1=NN(C(C)=O)C(C)(CS(=O)(=O)c2ccc(Cl)cc2)S1 (stereo not drawn) | x | -12.2 | -8.3% | -1.3% | 3.7% | -0.3% | 2.4% | -1.3 | 0.9%
Cc1cc(NC(=O)c2ccc3c(c2)C(=O)N(C(C)(C)C)C3=O)no1 | -2.2% | -4.7 | -5.3% | -0.2% | -15.4% | -5.4% | 3.3% | -0.9 | 1.2%
c1ccc(Sc2cccc3ccccc23)c(CNC2=NCCN2)c1 | 6.7% | -22.5 | -1.4% | -0.7% | -2.1% | 1.9% | -1.7% | -1.9 | -4.1%
CC1CCCC(C)N1C(=O)CSc1nnc(COc2ccccc2)n1-c1ccccc1 (stereo not drawn) | -5.3% | -4.9 | 6.0% | 0.4% | 17.6% | -6.3% | 0.8% | -2.2 | -2.1%
Nc1cccc2c1C(=O)N(C(=O)c1cccc(S(=O)(=O)N3CCCCCC3)c1)C2=O | 2.4% | -3.5 | 5.8% | 5.6% | -10.8% | 0.7% | 2.4% | 11.0 | -3.7%
COc1ccc(CN2CC(=O)N(c3cc(Cl)ccc3OC)C2=S)cc1OC | -8.1% | 1.2 | -1.0% | 0.2% | -23.3% | -1.7% | -1.8% | -1.0 | -3.0%
Cc1ccc(C(=O)OCC(=O)NC2CCCCCC2)c(C)c1 | -5.9% | -4.9 | 0.6%[57.1 µM] | 0.0% | -6.9% | -7.1% | -7.2% | 5.3 | 6.3%
CC1O[C@@H]2O[C@](O[C@H](C)CC[C@@H](C)O)(c3ccccc3)O[C@@H]2C[C@H]1O (stereo partly drawn) | 6.4% | -21.2 | -3.5% | -0.8% | 11.5% | -0.2% | 19.1% | -1.1 | 0.6%
Cc1ccccc1-c1cnc(C(O)c2ccc(-c3ccccc3)cc2)[nH]1 (stereo not drawn) | x | -8.9 | x | x | x | -17.4% | x | 1.2 | -2.3%
COc1ccccc1N1CCN(C(=O)CCc2ccc(S(=O)(=O)NCC(C)C)cc2)CC1 | x | -8.2 | -3.4% | 0.6% | 1.9% | -0.2% | -2.7% | 0.6 | -5.5%
Cc1ccc(Cl)cc1NC(=O)C1CCCN(S(C)(=O)=O)C1 (stereo not drawn) | 0.1% | -10.7 | 6.8% | 1.0% | -12.5% | -8.6% | 1.3% | -2.3 | 0.3%
COc1cccc(C(=O)Nc2ccccc2)c1 | -2.3% | -9.3 | 1.2% | -2.3% | -14.6% | -3.2% | 9.7% | -25.9 | 7.8%
c1ccc2oc(-c3ccc4nc[nH]c4c3)nc2c1 | -10.9% | -2.9 | 37.4%[activator][57.1 µM] | 0.2% | -22.5% | -19.2% | 5.4% | -3.4 | -4.2%
Cc1ccc(S(=O)(=O)NCC(c2ccccc2)N2CCN(c3ccc(F)cc3)CC2)cc1 (stereo not drawn) | 9.6% | -2.4 | -7.9% | -0.1% | -15.2% | 4.2% | -4.1% | -3.8 | -4.0%
O=C(CNS(=O)(=O)c1cccs1)N1CCCC1 | -8.0% | -5.4 | 9.0% | 1.9% | -14.7% | 0.0% | 13.9% | 2.3 | 0.1%
O=C(Cn1ncc2c3ccccc3n(Cc3ccccc3)c2c1=O)Nc1ccccc1C(F)(F)F | 1.5% | -7.5 | 16.8% | 4.1% | -30.3% | -3.6% | 32.6%[activator] | -5.3 | -2.1%
CCc1nc2c(OCc3ccccc3)cccn2c1N(Cc1ccccc1)C(C)=O | x | -1.2 | x | x | x | 0.5% | x | -9.2 | 0.1%
COc1ccc(-c2nc3c(c(SCC(=O)N(C)c4ccccc4)n2)Cc2cc(C)ccc2O3)cc1 | -2.8% | -3.8 | 0.7% | 0.1% | -22.3% | -4.7% | -10.5% | -2.5 | -3.5%
O=C(Nc1cccc(Cl)c1)OCCN1CCN(Cc2ccccc2)CCC1=O | -2.0% | -3.3 | 5.9%[57.1 µM] | -1.5% | -16.5% | 0.1% | 3.7% | -0.9 | -4.9%&-1.8%
Cc1ccccc1C(=O)N1CCC(C(=O)N2CCN(S(=O)(=O)c3ccccc3F)CC2)CC1 | 2.9% | -2.9 | 7.0%[57.1 µM] | -4.5% | u | 6.0% | 3.4% | -1.3 | -4.3%
CN(CC(O)COc1ccc2ccccc2c1)C1CCCCC1 (stereo not drawn) | 3.2% | 1.1 | -3.1% | 1.5% | u | 5.4% | 4.8% | 4.9 | -3.9%
O=C(Nc1ccc([N+](=O)[O-])cc1)NN1CCCCCC1 | -5.7% | -8.5 | -3.9% | x | 0.1% | -0.8% | -2.1% | 1.3 | 7.4%
Cc1ccccc1C(=O)c1ccccc1C(=O)c1ccccc1 | -11.5% | -6.5 | 7.8%[57.1 µM] | x | -13.1% | 0.5% | 0.2% | 10.5 | 3.0%
COc1cc(=O)[nH]c(SC(C)C(=O)Nc2ccc3ccccc3c2)n1 (stereo not drawn) | -0.4% | -1.5 | 4.9% | 3.8% | -15.8% | -5.9% | 0.0% | 2.8 | -1.3%
COc1cccc(/C=C/C(=O)OCC(=O)NC2CCCC2)c1 | 5.6% | -9.8 | x | x | 3.8% | 0.5% | -0.9% | -0.4 | 0.0%
O=C(Nc1nnc(-c2ccco2)s1)C1CC1 | -6.8% | 2.8 | -1.4% | 9.8% | -3.7% | -3.9% | -3.9% | -8.7 | 5.5%
CCOC(=O)N1CCC(NC(=O)CC2C(=O)NCCN2Cc2cccc(F)c2F)CC1 (stereo not drawn) | 0.4% | 2.8 | -3.9% | -2.3% | -16.5% | 1.4% | 2.0% | -1.6 | -2.8%
CC(C)C(c1nnnn1C(C)(C)C)N1CCN(Cc2cccnc2)CC1 (stereo not drawn) | -1.4% | -1.5 | -0.7% | 2.6% | -12.1% | 0.6% | -2.7% | -1.1 | -5.1%
Cc1ccc(OCCNC(=O)/C=C/c2ccccc2)cc1C | -6.8% | 2.5 | -6.1% | 6.7% | -16.4% | 0.3% | 8.6% | 3.5 | -2.2%
CC1CN(C(=O)Nc2ccc3c(c2)OCCO3)CC(C)O1 (stereo not drawn) | 2.3% | -6.6 | 4.9%[57.1 µM] | 3.8% | -13.4% | 0.2% | 12.1% | -20.4 | u
COc1ccc(NC2C=CS(=O)(=O)C2)cc1 (stereo not drawn) | 1.2% | 8.5 | 6.7% | 1.2% | -24.0% | 0.3% | 6.4% | -5.7 | -4.7%
COc1ccc(/C=C/c2onc(C)c2S(=O)(=O)N2CCC(C(=O)N3CCCCCC3)CC2)cc1 | -9.8% | -1.8 | 3.8% | 0.0% | -11.5% | 2.1% | -5.3% | -5.7 | 2.3%
CC(C)N(C)c1ncnc2c1ncn2[C@H]1CN(Cc2ccco2)C[C@@H](CO)O1 | x | -3.6 | x | x | x | -1.7% | x | -4.8 | -2.2%
O=S(=O)(Nc1ccc(F)c(C(F)(F)F)c1)c1ccc(N2CCCCS2(=O)=O)cc1 | 1.3% | -8.1 | -2.2%[57.1 µM] | -1.1% | -4.2% | 0.1% | -13.4% | -5.6 | -2.5%
O=C(CSc1ccc2nnc(CCNC(=O)c3ccccc3)n2n1)NCc1ccccc1 | 9.1% | -5.4 | 5.6% | 6.7% | -8.3% | 2.7% | 1.1% | -3.3 | -1.1%
Cc1ccc(C)c(OCC(=O)Nc2nc3ccc([N+](=O)[O-])cc3s2)c1C | 13.0% | 0.0 | -5.5% | 1.7% | -20.1% | -5.1% | 5.4% | -0.1 | -5.2%
Cc1cccc(-c2nc3ccccc3c(=O)n2NC(=O)c2ccc([N+](=O)[O-])c(C)c2)c1 | -10.8% | -14.6 | -0.3%[57.1 µM] | -0.3% | -7.3% | -0.5% | -1.3% | 5.7 | 0.0%

Compound activity (PubChem)

Only part of the results is shown, so the mix of outcomes need not match the whole.
